High-throughput results deposited in PubChem BioAssay by National Center for Advancing Translational Sciences (NCATS).
AMA1 RON2 block – inhibitors of Plasmodium falciparum AMA1-RON2 interaction. AlphaScreen AMA1-biotinylated RON2 peptide binding. Potency, µM (series often up to 58.2 µM), for the others: top-dose activity change, negative = inhibition, actives largely listed as inhibitors. hit rate 0.2% among 360,000;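 also: potency is read from the fitted curve at half-maximal effect; 0% = vehicle wells and -100% = peptide control; nearly all actives have a fitted effect of over 45% in size; some results filed as inactive show a strong effect at the top dose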
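AMA1 (3D7) with his tag at 25 nM final met compounds first, then biotinylated RON2 peptide at 25 nM; detection used donor plus acceptor beads, 10 µg/mL apiece, read by AlphaScreen after 30 min at room temperature.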
CHX counter – counter-screen for Shiga toxin inhibitors: cycloheximide protein synthesis inhibition; cell reporter, cycloheximide protein synthesis inhibition counterscreen; max response, %; hit rate 12% among 300,000; AID 2314; in the data active = max response mostly above about 13%, no sharp cut-off; inactive = mostly below about 14%; also: read at 38.3 µM for the half of the compounds with a filed dose; 0% is about no effect
Shiga toxin inh – inhibitors of Shiga toxin in Vero cells | Vero cells, Shiga toxin protein synthesis inhibition reporter | inhibition, % at 38.7 µM | hit rate 9.2% among 290,000 | AID 2315; in the data active = inhibition mostly above about 28%, no sharp cut-off; inactive = mostly below about 43%; also: 0% is about no effect
TbPYK inhibitor – T. brucei pyruvate kinase inhibition; AID 624173; TbPYK enzyme, Kinase-Glo Plus ATP luminescence, 45 min; hit rate 0.12% among 410,000; Potency, µM (highest dose often 76.8 µM), without a hit: top-dose activity, negative = inhibition, usual class: inhibitors; also: potency is read from the fitted curve at half-maximal effect; % is scaled to controls: 0 for no effect and ±100 for the full control effect; nearly all actives have a fitted effect of over 50% in size
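T. brucei PYK with substrate was exposed to pin-transferred compounds across a concentration series, then started with 130 uM ADP (final). After 45 min at room temperature, Kinase-Glo Plus luminescence was read, normalized and curve-fitted.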
Pf growth 96h – P. falciparum growth inhibition at 96 hour, primary screen for plastid delayed-death inhibitors. P. falciparum luciferase reporter growth, 96 h. hit rate 6.9% among 320,000. Potency, µM (doses to about 28.7 µM), for inactives: top-dose activity change, negative = inhibition, usual class: inhibitors; also: potency is read from the fitted curve at half-maximal effect; % is scaled to controls: 0 for no effect and ±100 for the full control effect
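Parasite growth measured via integrated firefly luciferase reporter in P. falciparum. Infected erythrocytes at 2% hematocrit, 0.05% parasitemia final were treated 96 hours at 37 C under 5% CO2, and luminescence was read.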
Pf growth 48h – inhibits P. falciparum growth in the first generation, 48 h; hit rate 5.9% among 310,000; P. falciparum luciferase growth in erythrocytes, 48 h; Potency, µM (top dose mostly 28.7 µM), inactives show top-dose activity change, negative = inhibition, actives largely listed as inhibitors; AID 504832; also: potency is read from the fitted curve at half-maximal effect; % is scaled to controls: 0 for no effect and ±100 for the full control effect
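First compound was added to culture medium, then infected red cells at 0.1% parasitemia and 2% hematocrit (final). After incubation at 37 C under 5% CO2, luciferase detection reagent was dispensed and light output recorded.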
LmPK inh – blocks Leishmania mexicana pyruvate kinase activity; Potency, µM (doses to about 57.5 µM), inactives show top-dose activity change, negative = inhibition, most hits filed as inhibitors; hit rate 0.37% among 290,000; purified LmPK, Kinase-Glo ATP luminescence, 1 h; also: potency is read from the fitted curve at half-maximal effect; % is scaled to controls: 0 for no effect and ±100 for the full control effect
Target sequence (Q27686 whole entry, looked up): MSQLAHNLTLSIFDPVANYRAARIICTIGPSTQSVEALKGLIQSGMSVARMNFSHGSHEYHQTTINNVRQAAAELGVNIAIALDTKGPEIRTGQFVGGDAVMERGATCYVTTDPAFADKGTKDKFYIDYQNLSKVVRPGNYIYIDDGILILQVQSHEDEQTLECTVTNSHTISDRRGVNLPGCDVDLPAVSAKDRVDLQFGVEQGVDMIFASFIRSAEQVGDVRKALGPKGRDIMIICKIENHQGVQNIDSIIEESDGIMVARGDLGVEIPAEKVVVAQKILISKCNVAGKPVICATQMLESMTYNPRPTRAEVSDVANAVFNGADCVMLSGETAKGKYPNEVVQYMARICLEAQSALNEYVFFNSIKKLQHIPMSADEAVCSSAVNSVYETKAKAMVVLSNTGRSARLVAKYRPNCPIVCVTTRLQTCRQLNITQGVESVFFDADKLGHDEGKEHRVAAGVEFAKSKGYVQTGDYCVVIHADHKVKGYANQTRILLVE
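In 50 mM imidazole pH 7.2 with 7 mM MgCl2, LmPK (0.1 nM) turned over PEP (0.5 mM) and ADP (0.1 mM) for 1 h at room temperature. Luciferase read-out of ATP.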
Starred values were filed as active, the others as inactive; i = inactive; ? = inconclusive; / = not tested or not shown; [ ] = remark or other dose. Unless noted, calls follow the shape of the dose curve; as a rule, active = well fitted curve in the direction sought with a large enough effect; inconclusive = small, poorly fitted or top-dose-only effect, or another doubt; inactive = no such curve, though single readings can be large; an effect the other way counts as inactive or inconclusive. Hits appear at their usual frequency, and some 21% of all compounds hit somewhere here.

1	O=C(CNC(=O)c1ccco1)Nc1ccc(S(=O)(=O)N2CCCC2)cc1
2	O=C(NCc1ccncc1)c1nc(-c2ccc(C(F)(F)F)cc2)no1
3	COc1ccc(Cl)cc1NS(=O)(=O)c1c(C)nc2sccn2c1=O
4	O=c1cc(-c2ccccc2)nc(N2CCN(Cc3ccc4c(c3)OCO4)CC2)[nH]1
5	Cc1ccccc1NS(=O)(=O)c1ccc(OCC(=O)NCc2ccccn2)cc1
6	NC(=O)C1CCN(CC(=O)NC(=O)NC2CCCC2)CC1
7	C/C(=N\Nc1nc2ccccc2nc1C)c1ccccc1O
8	O=C(CN1C(=O)S/C(=C\c2ccccc2)C1=O)NCCCn1ccnc1
assay / entry	1	2	3	4	5	6	7	8
AMA1 RON2 block	4.8%	10.2%	-17.7%	-3.5%	10.1%	-0.8%	70.9%[activator]	14.6%
CHX counter	-3.0	-5.3	1.5	-2.8	-1.9	0.5	12.1	-10.8
Shiga toxin inh	-20.9	-5.9	-3.6	-11.3	-9.3	-7.6	15.9	-4.9
TbPYK inhibitor	0.0%	0.4%	2.1%	1.9%	15.1%	-1.3%	-4.0%	-11.4%
Pf growth 96h	-13.8%	i	?	-9.5%	?	33.4%[activator]	1.17µM*	?
Pf growth 48h	/	12.9%	0.3%	-13.8%	13.8%	?	?	18.3%
LmPK inh	-0.9%	-0.2%	-0.3%	-2.5%	-1.9%	-2.9%	1.5%	-10.8%

9	Cc1c(CCC(=O)O)c(=O)oc2cc(OCc3cccc(F)c3)ccc12
10	O=C1C(=O)N(CCO)C(c2ccccc2)/C1=C(\O)c1ccccc1 (centres undefined)
11	CCCc1nc2c(c(=O)c3ccccc3n2C)c(=O)n1-c1ccc(F)cc1
12	Cc1ccccc1NC(=O)C1CCN(c2cnccn2)CC1
13	CCOC(=O)CSc1nc(=O)n2ccc(C)cc2n1
14	Cc1cc(OCC(=O)NCC(O)c2ccccc2)c2c3c(c(=O)oc2c1)CCCC3 (centres undefined)
15	CSCCC(NC(=O)c1ccccc1Br)C(=O)Nc1ccc(C)cc1 (centres undefined)
16	CC(=O)c1ccc(NC(=O)CN2C(=O)/C(=C/C(C)=C/c3ccccc3)SC2=S)cc1
assay / entry	9	10	11	12	13	14	15	16
AMA1 RON2 block	-0.7%	2.9%	-2.0%	7.9%	0.1%	-2.2%	23.4%	8.9%
CHX counter	0.5	-7.4	-2.1	-2.6	25.9	-0.8	4.0	-2.5
Shiga toxin inh	11.0	-7.2	15.3	-2.3	68.6	10.9	-6.2	-1.4
TbPYK inhibitor	1.2%	0.2%	-7.7%	-2.7%	-1.8%	-5.5%	-1.8%	8.5%
Pf growth 96h	21.9%	?	?	?	-8.9%	?	?	?
Pf growth 48h	/	/	?	-0.5%	10.6%	?	3.7%	5.5%
LmPK inh	2.0%	8.7%	-3.0%	2.4%	1.1%	3.5%	0.8%	-0.3%

17	Cc1ccccc1C(=O)Nc1cccc(C#N)c1
18	COc1cccc(NC(=O)CN(C)C(=O)c2cc(C)oc2C)c1
19	COC(CNC(=O)c1ccc2c(c1)ncn2-c1ccc(F)cc1F)OC
20	COCCCNC(=O)c1sc2ncn(CC(=O)Nc3ccc(C)c(Cl)c3)c(=O)c2c1C
21	Clc1ccc(SCCOCCN2CCCCC2)cc1
22	COC(=O)c1ccccc1NC(=O)C1CC(=O)N(C2CCCCC2)C1 (centres undefined)
23	Cc1ccc(N2CC(C(=O)N3CCCCC3)CC2=O)cc1C (centres undefined)
24	NC(N)=NS(=O)(=O)c1ccc(N/C=C\C(=O)c2ccncc2)cc1
assay / entry	17	18	19	20	21	22	23	24
AMA1 RON2 block	0.0%	-1.5%	7.9%	10.1%	-14.5%	-6.0%	15.5%	-18.3%
CHX counter	11.9	/	15.8	-2.1	5.4	-1.7	7.6	1.5
Shiga toxin inh	40.6	/	19.9	17.7	-9.0	-4.2	-6.0	14.4
TbPYK inhibitor	11.6%	-1.6%	4.3%	-0.7%	6.2%	0.0%	7.5%	7.4%
Pf growth 96h	60.6%[activator]	-3.9%	-5.9%	3.2%	-22.6%	/	-24.4%	18.7%
Pf growth 48h	45.2%[activator]	-18.1%	-17.2%	2.6%	1.5%	-6.9%	11.7%	1.2%
LmPK inh	-6.8%	/	-4.5%	2.4%	2.4%	1.0%	-8.0%	4.3%

25	Cc1sc2ncn(CC(=O)NCC(=O)N3CCC4(CC3)OCCO4)c(=O)c2c1C
26	O=C1CC(c2ccncc2)c2cc3c(cc2N1)OCCO3 (centres undefined)
27	Cc1c(Cl)c(-c2n[nH]c(=S)n2CC(C)C)nn1C
28	Cc1ccc(C)c(N2CCN(CCCNC(=O)CCC(=O)N3CCOc4ccc(Cl)cc43)CC2)c1
29	COc1cccc(/C=N/n2c(-c3n[nH]c4c3CCC4)n[nH]c2=S)c1OC
30	CC(C(=O)NCc1ccccc1Cl)N1C(=O)c2ccccc2C1=O (centres undefined)
31	COc1ccc(S(=O)(=O)N2CCCC(C(=O)NCc3ccccc3)C2)cc1 (centres undefined)
32	COc1ccccc1Oc1ccc(S(=O)(=O)N2CCCCC2C)cc1 (centres undefined)
assay / entry	25	26	27	28	29	30	31	32
AMA1 RON2 block	-0.5%	16.3%	22.3%	/	75.9%[activator]	16.3%	9.5%	-15.9%
CHX counter	1.3	-4.5	-3.1	-1.3	1.1	-0.7	-2.4	2.0
Shiga toxin inh	12.8	13.0	-10.2	-6.1	-0.8	2.5	18.5	6.4
TbPYK inhibitor	1.4%	0.2%	?	/	?	1.7%	-5.7%	-8.6%
Pf growth 96h	/	/	54.3%[activator]	12.7%	47.2%[activator]	-0.2%	13.9%	14.1%
Pf growth 48h	-7.5%	0.1%	5.9%	?	51.6%[activator]	3.0%	?	24.3%
LmPK inh	-5.0%	-1.4%	-22.3%	-0.2%	-11.1%	-7.3%	-3.1%	6.1%

33	CCC(=O)Nc1ccc(C(=O)CN2C(=O)NC3(CCCCCC3)C2=O)cc1
34	COc1ccc(-c2csc(Cc3nc(O)cs3)n2)cc1
35	COc1cccc(-c2nc(Oc3cccc(C)c3C)c3ccccc3n2)c1O
36	CCCCn1c(N)c(N(CC(C)C)C(=O)c2ccc(S(=O)(=O)N3CCCCCC3)cc2)c(=O)[nH]c1=O
37	CN(C)C1(CN=Cc2cc(Cl)cc([N+](=O)[O-])c2O)CCCCC1
38	COc1ccc(CCNC(=O)c2ccc(NC(=O)CC3SC(N4CCCC4)=NC3=O)cc2)cc1 (centres undefined)
39	Cc1cc(NC(=O)CN2CC(C)OC(C)C2)n(-c2nc3ccccc3s2)n1 (centres undefined)
40	CCCCn1c(N)c(N(CC(C)C)C(=O)C2CCN(S(=O)(=O)c3ccc(C)cc3C)CC2)c(=O)[nH]c1=O
assay / entry	33	34	35	36	37	38	39	40
AMA1 RON2 block	4.0%	-7.8%	-13.3%	-5.3%	67.0%[activator]	15.4%	35.0%[activator]	-8.7%
CHX counter	/	37.4*	-1.9	/	4.8	/	-6.6	/
Shiga toxin inh	/	94.8*	-4.8	/	-9.3	/	-7.9	/
TbPYK inhibitor	2.3%	-10.0%	7.2%	6.4%	0.5%	-0.8%	-2.5%	-2.3%
Pf growth 96h	-22.8%	148.2%[activator]	-24.4%	?	-1.0%	?	16.5%[5.75 µM]	?
Pf growth 48h	-20.4%	206.3%[activator]	21.6%	?	-5.5%	?	23.3%	13.1µM*
LmPK inh	/	-21.6%	0.2%	/	-8.1%	/	0.1%	/

In another format: results already given.
no.	SMILES	AMA1 RON2 block	CHX counter	Shiga toxin inh	TbPYK inhibitor	Pf growth 96h	Pf growth 48h	LmPK inh
35	COc1cccc(-c2nc(Oc3cccc(C)c3C)c3ccccc3n2)c1O	-13.3%	-1.9	-4.8	7.2%	-24.4%	21.6%	0.2%
36	CCCCn1c(N)c(N(CC(C)C)C(=O)c2ccc(S(=O)(=O)N3CCCCCC3)cc2)c(=O)[nH]c1=O	-5.3%	/	/	6.4%	?	?	/
37	CN(C)C1(CN=Cc2cc(Cl)cc([N+](=O)[O-])c2O)CCCCC1	67.0%[activator]	4.8	-9.3	0.5%	-1.0%	-5.5%	-8.1%
38	COc1ccc(CCNC(=O)c2ccc(NC(=O)CC3SC(N4CCCC4)=NC3=O)cc2)cc1 (centres undefined)	15.4%	/	/	-0.8%	?	?	/

The listing continues:
41	CCOC(=O)CC1(CC(=O)OCC)NC(=O)c2c(C)sc(C(=O)OCC)c2N1
42	Cc1cc(C)cc(-n2cc[nH]c2=S)c1
43	O=C(COC(=O)CCc1nc2ccccc2c(=O)[nH]1)Nc1ccc(N2CCOCC2)cc1
44	COc1cccc(CNC(=O)COC(=O)CN2C(=O)NC3(CCCCC3C)C2=O)c1 (centres undefined)
45	COc1ccc(-c2nc(N)ncc2-c2ccccc2)c(O)c1
46	CCN(C(=S)NC(=O)C1CCCC1)C1CCCCC1
47	Cc1ccc(/C=N/N=C2/NC(=O)C(CC(=O)Nc3ccccc3)S2)o1 (centres undefined)
48	CCCCNC(=O)c1nn2cc(Br)cnc2c1Br
assay / entry	41	42	43	44	45	46	47	48
AMA1 RON2 block	-12.5%	-8.2%[2.32 µM]	0.0%	7.8%	-14.9%	68.1%[activator]	78.4%[activator]	-0.2%
CHX counter	-3.0	-3.2	2.1	/	1.4	7.7	7.5	23.1*
Shiga toxin inh	-1.5	14.9	-3.3	/	-4.5	9.1	-6.4	22.2
TbPYK inhibitor	-10.8%	?	-1.6%	0.0%	4.8%	-2.0%	0.4%	2.1%
Pf growth 96h	3.7µM*	9.0%	31.5%[activator]	5.9%	-24.5%	?	-80.1%	?
Pf growth 48h	-4.7%	-4.8%	8.2%	4.6%	0.0%	-12.0%	-1.1%	29.7%
LmPK inh	3.4%	-21.2%	-0.4%	/	-2.9%	-4.4%	-1.1%	9.4%

49	Cc1nn(-c2ccccc2)c(C)c1/C=N/N1CCN(c2ccccc2)CC1
50	O=C(Nc1ccc(Cl)c(-c2nc3ccccc3[nH]2)c1)c1ccc2c(c1)OCO2
51	c1ccc2c(c1)ccc1nnc(SCc3ccc4c(c3)OCCO4)n12
52	CC(=O)Nc1cccc(C(=O)OCN2C(=O)c3ccccc3C2=O)c1
53	Cc1cc(OC(=O)CCCNC(=O)OC(C)(C)C)c2c3c(c(=O)oc2c1)CCC3
54	COc1ccc(CCNC(=O)CNS(=O)(=O)c2ccc(F)c(Cl)c2)cc1OC
assay / entry	49	50	51	52	53	54
AMA1 RON2 block	-20.3%	-4.7%	10.1%	-9.4%	-4.8%	6.2%
CHX counter	-2.8	19.8*	42.5*	-2.4	-2.5	4.7
Shiga toxin inh	-3.3	-39.7	42.2*	-7.5	-13.0	-8.6
TbPYK inhibitor	-0.9%	-1.6%	-4.8%	3.0%	/	-0.1%
Pf growth 96h	1.8%	?	-26.8%	-2.2%	0.0%	?
Pf growth 48h	-7.3%	-5.4%	/	15.8%	-1.9%	?
LmPK inh	3.6%	2.2%	5.0%	-6.6%	0.3%	-3.3%
